NPYLR7 agonist – activates Aedes aegypti NPYLR7 receptor | HEK293T NPYLR7/Galpha15, GCaMP6s calcium fluorescence | activation, % at 10 µM | 0.15% of 270,000 active | AID 1259423; in the data active = activation above about 40%;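 also: 0% = vehicle and 100% = reference agonist at the receptor; some compounds past the cut are filed as inactive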
hcGAS lum – inhibitors of human cGAS; Q8N884; recombinant h-cGAS, ATP depletion, Kinase-Glo luminescence; inhibition, % at 12.5 µM; 0.081% of 290,000 active;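 also: 0% = vehicle reaction and 100% = reaction without DNA for no activity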
Target sequence (Q8N884 whole entry, looked up): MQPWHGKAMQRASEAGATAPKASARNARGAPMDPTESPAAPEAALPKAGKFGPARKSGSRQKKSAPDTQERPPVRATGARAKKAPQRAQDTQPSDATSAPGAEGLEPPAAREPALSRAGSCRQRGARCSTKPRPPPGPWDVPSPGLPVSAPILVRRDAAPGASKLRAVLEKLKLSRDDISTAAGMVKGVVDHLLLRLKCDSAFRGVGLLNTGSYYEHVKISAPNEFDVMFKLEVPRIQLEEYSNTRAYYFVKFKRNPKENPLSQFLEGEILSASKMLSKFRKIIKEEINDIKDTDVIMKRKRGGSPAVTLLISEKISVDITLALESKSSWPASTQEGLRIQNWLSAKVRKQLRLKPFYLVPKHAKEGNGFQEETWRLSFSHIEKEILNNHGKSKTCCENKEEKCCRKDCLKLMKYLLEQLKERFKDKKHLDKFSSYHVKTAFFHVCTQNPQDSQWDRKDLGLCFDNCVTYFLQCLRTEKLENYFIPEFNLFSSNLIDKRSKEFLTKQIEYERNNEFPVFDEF
mcGAS lum – inhibitors of mouse cGAS; 0.15% of 160,000 active; AID 1259399; inhibition, % at 12.5 µM; recombinant cGAS, Kinase-Glo ATP depletion luminescence;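 also: 0% = negative control wells and 100% = reference inhibitor with no enzyme activity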
* hit, by the source's call; . = not tested or not shown; & = joins results of further samples. Rule as the data show it, unless noted: active = inhibition above about 40%; inactive = the rest.

SMILES	NPYLR7 agonist	hcGAS lum	mcGAS lum
CCOc1ccc(NC(=O)C2CC(=O)N(Cc3ccc(OC)cc3)C(=Nc3ccccc3)S2)cc1 (stereo not given)	1.0	-5.3	.
O=C(O)c1csc(-c2ccc(Br)s2)n1	5.5	-7.6	.
S=C(NCCN1CCOCC1)NNC(=S)NC1CCCCC1	16.9	-3.4	.
COc1ccccc1C(=O)N[C@@H]1c2ccccc2C2(CCN(C(=O)c3cccc(C)n3)CC2)[C@H]1OC	-2.5	-8.1	-10.6
CCN(CCNc1ccc([N+](=O)[O-])cc1Cl)C(=O)c1ccc(C)cc1	-7.3	-5.7	.
COCCCN1COc2ccc3c(=O)c(Oc4ccc(OC)cc4)coc3c2C1	-8.5	-0.9	-1.4
O=C(NCc1ccccc1)C1CC12CCN(C(=O)/C=C/c1cccs1)CC2 (stereo not given)	-5.9	2.1	-2.5
Cc1cc(C(F)(F)F)nc(CNC(=O)c2cn(-c3ccccc3)nn2)n1	-0.2	-5.9	-11.7
Cc1cc(C)c(S(=O)(=O)N2CCN(c3ccc(Nc4ccncc4)nn3)CC2)cc1C	6.6	-6.6	.
OC1(c2cccc(C(F)(F)F)c2)CCN(Cc2c(F)cccc2F)CC1	22.6	-6.1	-14.7
N#Cc1ccc(NC(=O)COC(=O)Cc2ccsc2)cc1	-0.9	-6.3	.
C=C(Cl)CN(C)Cc1cc(C(=O)OC)c(C)o1	6.6	-8.9	.
COc1cccc(C2CCCCN2Cc2nc(-c3ccc(F)c(OC)c3)oc2C)c1 (stereo not given)	13.7&-9.9	-9.5&-3.1	-2.5
CN(CCNC(=O)N1CCCC(CO)C1)C(=O)OC(C)(C)C (stereo not given)	2.1	-6.1	.
O=C(Nc1cccc(Cl)c1)N1CCN(c2nc(Cc3ccccc3)nc3c2cnn3-c2ccccc2)CC1	10.8	-2.4	-3.8
Fc1cccc(-c2nc3cc(N4CCOCC4)c(N4CCOCC4)cc3[nH]2)c1	-2.4	-8.4	.
Cc1cccc(-c2cc(N)n(-c3ccc(C(=O)NCCCc4ccccc4)cc3)n2)c1	-8.7	-5.4	-5.9
CCOC(=O)CS(=O)(=O)C(c1ccccc1)S(=O)(=O)CC(=O)OCC	-6.6	-3.1	-6.6
O=C(OCc1nnc(-c2ccco2)o1)C1CC(=O)N(C2CCCC2)C1 (stereo not given)	6.5	-1.0	.
Cc1c(-c2ccccc2F)[nH]c2ccc(CNS(=O)(=O)N3CCCC3)cc12	4.8	-5.6	.
O=C(Nc1cccc2cccnc12)N(Cc1cccc(O)c1)C1CC1	10.1	-6.0	-14.9
Cc1occc1-c1nnc(SCC(=O)c2ccc(Br)s2)n1C	7.3	-4.9	.
COc1cc(OC)c(OC)cc1CN1CCCn2cccc2C1c1ccc(F)cc1 (stereo not given)	-12.0	1.6	-0.1
O=C(CC1(Cn2cnnn2)CCCCC1)NCC1CCOCC1	.	-6.0	-6.2

3 records picked at random from those above:
SMILES	NPYLR7 agonist	hcGAS lum	mcGAS lum
Cc1cccc(-c2cc(N)n(-c3ccc(C(=O)NCCCc4ccccc4)cc3)n2)c1	-8.7	-5.4	-5.9
Cc1occc1-c1nnc(SCC(=O)c2ccc(Br)s2)n1C	7.3	-4.9	.
COc1cc(OC)c(OC)cc1CN1CCCn2cccc2C1c1ccc(F)cc1 (stereo not given)	-12.0	1.6	-0.1

The listing continues:
SMILES	NPYLR7 agonist	hcGAS lum	mcGAS lum
CC(C)Oc1ccc2c(=O)c(-c3ccccc3)coc2c1	-8.5	-10.7	.
O=C(C1CCNCC1)N(Cc1ccccn1)CC1CCCO1 (stereo not given)	-0.3	-1.8	.
O=C1CC(N2CCN(c3ccccn3)CC2)C(=O)N1c1ccc(Br)cc1 (stereo not given)	-7.9	-9.4	-7.0
Cc1ccccc1CC1(CO)CCCN(C(=O)c2cccc(Cl)c2)C1 (stereo not given)	-0.4	0.7	-2.0
COC(=O)c1cccc(CN2CCN(c3cc(C#N)ccn3)CC2)c1	-0.3	2.8	-17.4
CC1CN(C(=O)C(C)N2CCCN(c3nccs3)CC2)CC(C)O1 (stereo not given)	1.6&8.3	-10.8&-6.1	.
O=c1[nH]c(CN(Cc2ccco2)CC(O)Cc2ccccc2)nc2scc(-c3ccc(Cl)cc3)c12 (stereo not given)	-6.1	-7.8	-6.1
Cc1nc(CCC(=O)OC2CCC2)oc1-c1ccc(Br)cc1	10.1	-8.7	.
Cc1cccc(-c2noc(N3CCCC3)c2CN(CC(O)COCc2ccco2)C(C)C)c1 (stereo not given)	7.9	-6.7	-7.1
Cc1cccc(-n2nc(C)cc2NC(=O)CC2C=CCC2)c1 (stereo not given)	2.9	0.1	-8.3
Cc1ccc(C2Nc3ccccc3N=C3CC(C)(C)CC(=O)C32)c(O)c1 (stereo not given)	-3.1	-1.8	-8.3
Cc1ccccc1C1c2ccsc2CCN1C(=O)CN(CC1CCCO1)C(=O)C12CC3CC(CC(C3)C1)C2 (stereo not given)	10.4	-6.4	-5.7
C=CCSc1nnc2c(n1)OC(/C=C/c1ccco1)Nc1ccccc1-2 (stereo not given)	4.6	-6.2	3.9
O=C(CSc1ccccc1)NC(Cc1ccccc1)c1nnc(SCc2ccc(F)cc2)n1-c1ccc([N+](=O)[O-])cc1 (stereo not given)	15.3	-0.6	-4.5
CN(C1CCCCC1)S(=O)(=O)c1ccc(NC(=O)CSC2=NCCS2)cc1	-1.1	-5.5	-16.1
Cc1ccc(C)c(CSc2nc(=O)[nH]c3c2CCCC3)c1	-0.2	-4.8	-8.5
Cc1nc2scc(C)n2c(=O)c1NC(=O)c1ccc(C(C)(C)C)cc1	11.3	-9.3	-7.6
COc1ccc(NC(=O)CS(=O)Cc2cccc(C(N)=O)c2)cc1 (stereo not given)	-4.3	3.7	.
Cc1nc(CN(C)C(=O)Cc2ccc3c(c2)CCCC3)nc2ccccc12	5.0	-3.2	-10.7
CC(NCc1ccc(OCC(N)=O)cc1)c1ccccn1 (stereo not given)	11.7	-15.6	.
CC(=O)Oc1ccccc1Cn1c(C)c(C(=O)Nc2ccc(C)cc2)sc1=O	9.9	-3.2	.
COc1ccc(-n2nc(-c3ccccc3)c3c2N(CC(=O)N2CCOCC2)C(=O)CSC3c2ccccc2C)cc1 (stereo not given)	4.8	-2.6	-1.7
O=C(CN1CCOCC1)NCCc1noc(C(F)(F)F)n1	.	-10.4	-5.3
CCOc1ccc(C(=O)NCCc2cc3c(OC)ccc(OC)c3[nH]c2=O)cc1	0.3	-4.2	-5.1
CN1CCC(NCc2cc3c(cc2Br)OCO3)CC1	10.9	-17.6	.
CC(C)C1CN(C(=O)CCn2cnnc2)CCC(=O)N1Cc1ccc(F)cc1 (stereo not given)	6.6	1.2	.
Cc1ccccc1NC(=O)Cc1csc(-n2cccc2)n1	-3.0	-3.3	.
Cc1ccccc1-n1c(C)nnc1SCC(=O)OCc1ccccc1	.	-1.6	-3.0
OC(COc1ccccc1)CN(Cc1ccc(F)cc1)CC1CC(c2ccc(Cl)c(Cl)c2)=NO1 (stereo not given)	-2.1	-2.6	-5.5
Cc1ccc2c(c1)CCCN2C(C(N)=O)c1ccc(F)cc1 (stereo not given)	10.0&-3.5	-4.2&-5.3	-0.7
CCOC(=O)c1cc(C#N)c(SCc2ccc(C(=O)N3C4CCC3CC(Oc3cccc(C(F)(F)F)c3)C4)cc2)nc1C (stereo not given)	0.0	-8.2	-4.2
Fc1cccc(C2CCCN2CCc2ccncc2)c1 (stereo not given)	6.3	-7.4	.
Cc1ccc(S(=O)(=O)N(C)C)cc1N=CC(Br)=Cc1ccccc1	4.9	-5.8	.
COc1cccc(C(=O)Nn2cnc3c(cnn3-c3ccccc3)c2=O)c1OC	3.3	-11.2	.
CC(=O)Nc1cccc(N=C2NN=C(C34CC5CC(CC(C5)C3)C4)CS2)c1	6.9	-7.3	.
COc1ccc(C(=O)N2CC(=O)N(CC(C)C)CC(O)C2)cc1OC (stereo not given)	31.0	2.0	-4.0

Entries of single compounds from above. Values in the order: NPYLR7 agonist | hcGAS lum | mcGAS lum
CN1CCC(NCc2cc3c(cc2Br)OCO3)CC1 in the list: 10.9 | -17.6 | .
COc1cccc(C(=O)Nn2cnc3c(cnn3-c3ccccc3)c2=O)c1OC in the list: 3.3 | -11.2 | .
OC(COc1ccccc1)CN(Cc1ccc(F)cc1)CC1CC(c2ccc(Cl)c(Cl)c2)=NO1 (stereo not given) in the list: -2.1 | -2.6 | -5.5
Cc1ccc(S(=O)(=O)N(C)C)cc1N=CC(Br)=Cc1ccccc1 in the list: 4.9 | -5.8 | .
CCOC(=O)c1cc(C#N)c(SCc2ccc(C(=O)N3C4CCC3CC(Oc3cccc(C(F)(F)F)c3)C4)cc2)nc1C (stereo not given) in the list: 0.0 | -8.2 | -4.2

Additional results:
SMILES	NPYLR7 agonist	hcGAS lum	mcGAS lum
CC1=C(C(=O)Nc2ccccc2)C(c2ccco2)NC(=O)N1 (stereo not given)	5.7	-5.8	-3.9
O=C1OC23CCC(CC2)N(C(=O)N2CCOCC2)C3CN1Cc1ccccc1 (stereo not given)	25.3	-5.3	-8.2
Cc1nc(COc2ccccc2C(=O)Nc2ccc(Cl)cc2C)cs1	-4.4	-4.6	.
CCCC(CCC)C(=O)Nn1cnc2c(cnn2C(C)(C)C)c1=O	6.7	-3.1	.
CCc1nc(CN(C)Cc2ccc3nsnc3c2)c(C)[nH]1	2.8	-2.7	.
CC(C)CCOC(C)C(=O)N(C)C1CCS(=O)(=O)CC1 (stereo not given)	7.6	-8.0	.
CCOc1ccc(-c2ccc(=O)n(CCNS(=O)(=O)c3cc(C)cc(C)c3)n2)cc1	-1.6	-6.9	-8.9
CCCCC(C)=NNC(=O)c1cc(C)oc1C	-5.8	-7.7	.
Cc1ccccc1CSc1nnc(C(C)NC(=O)C(C)(C)CCl)n1-c1cc(Cl)ccc1C (stereo not given)	.	-13.5	-5.9
Cc1ccc(NC(=O)C(C)Sc2ncnc3sc4c(c23)CCC4)cc1 (stereo not given)	-4.4	-5.1	-6.1
CCc1cnc2c(c1SCC(=O)Nc1cc(C)ccc1C)c(=O)n(C)c(=O)n2C	7.7	-12.1	-8.2
Cc1cc(C(F)(F)F)nc(CCn2cc(-c3ccnc4ccccc34)nn2)n1	-1.5	-6.9	-18.3
Cc1ccc(NC(=O)CCC2Cc3ccccc3NC2=O)cc1 (stereo not given)	0.1	-6.1	.
O=C(Nc1nnc(C2CC2)s1)C1CC1c1ccccc1C(F)(F)F (stereo not given)	-4.4	-2.0	.
COc1cccc(C2CCCCN2S(=O)(=O)N2CCC(OC)CC2)c1 (stereo not given)	1.6	-2.7	-16.5
CCn1cnnc1CNC(=O)C1CC(=O)N(C)C1 (stereo not given)	-1.5	1.7	.
O=c1[nH]c(Cc2ccccc2F)nc2sc3c(c12)CCS(=O)(=O)C3	-2.1	4.8	3.9
N#CC1(C(=O)Nc2nc(-c3ccc(Cl)s3)cs2)CCCC1	1.8	1.9	.
CCC(C(=O)N1CCC2(CC1)C(=O)N(CC(=O)NCc1ccco1)CN2c1ccccc1)c1ccccc1 (stereo not given)	1.8	-1.2	-2.6
Cc1nc(-n2nc(-c3ccco3)cc2NC(=O)CSCc2ccccc2)[nH]c(=O)c1C	0.6	8.3	.
O=C(Cn1nc2c(c1NC(=O)COc1ccc(Cl)cc1)CSC2)NCc1ccc(F)cc1	-1.9	-6.3	-6.7
CN(C)C1CCCN(Cc2noc(-c3ccccc3)n2)CC1 (stereo not given)	6.4	-6.3	.
CNc1ccc(-c2cccc(NS(C)(=O)=O)c2)cn1	2.9	-14.2	.
COc1cccc(C(CN2CCN(C(=O)NC3C[C@H]3c3ccccc3)CC2)OCc2ccc(C#N)cc2)c1 (stereo not given in full)	-1.0	-6.7	-6.5
c1coc(-c2ncc(-c3nccn3CCSc3cn[nH]n3)cn2)c1	-4.8	-6.7	.
Cc1nnc(SC(C(=O)Nc2ccc(Cl)c([N+](=O)[O-])c2)c2ccccc2)s1 (stereo not given)	-4.0	-7.0	-4.8
CCCN(CCC)CCc1cccc2c1CC(=O)N2	1.5&1.8	-4.4&15.3	-2.2
O=C(NNS(=O)(=O)c1cccc(Br)c1)c1ccc2c(c1)OCCO2	4.8	-2.5	-4.5
COCCCC1CCCCN1Cc1nc(C)cc(C)n1 (stereo not given)	.	-11.9	-6.3
C=CCn1c(SCc2ccc(C(=O)N3CCN(c4ccccc4F)CC3)cc2)nnc1-c1ccc(C)cc1	19.8	-8.3	-8.7
NC(=O)c1nc(CCc2ccccc2)nc2c1[nH]c(=O)n2-c1ccccc1F	-2.6	-5.0	-8.1
Cc1cccc(C(=O)N2CCN(C(c3ccc(F)cc3)c3ccc(F)cc3)CC2)c1	2.6	-2.4	-5.2
CCc1c(C)nc(-n2nc(C)cc2C)n(CC(=O)Nc2ccc(C(F)(F)F)cc2)c1=O	1.8	-7.0	-6.7
COc1cc(CN2CCCn3cccc3C2c2ccccc2[N+](=O)[O-])cc(OC)c1 (stereo not given)	-3.1	-1.1	1.4
CCOc1cc(/C=N\NC(=O)Cn2cnc([N+](=O)[O-])n2)ccc1O	-9.7	-6.1	-5.9
O=C(c1ccc(CSc2nc(Cl)cc(N3CCN(c4cccc(Cl)c4)CC3)n2)cc1)N1CCC2(CC1)OCCO2	-0.3	-7.2	-5.1
CC(C)(C)c1ccc(-n2c(=O)[nH]c3c(C(N)=O)nc(-c4cccc(F)c4)nc32)cc1	-2.6	-6.7	-7.9

Compound activity (PubChem BioAssay)
